From PubChem
DLD1 CTGF mRNA = reduction of CTGF mRNA in DLD1 cells – DLD1 colon cancer cells, RT-qPCR, single point, primary screen (AID 743449); DLD1 CTGF mRNA qPCR, 24 h; stronger effect = higher value; 9,900 tested, 0.9% active; inhibition, % at 12.5 µM;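 active means mean normalized replicate activity at least 50 and at least half of replicates each reaching 50; inconclusive means only one of the two criteria met; inactive means neither criterion met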;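 further: 0% = neutral control wells and 100% = dasatinib control wells; higher means stronger suppression of CTGF expression like dasatinib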
Pax4 gene expression = activators of Pax4 gene expression, primary screen, RT-PCR, mouse alpha TC1 cells, single point (AID 1053180); mouse alpha TC1 cells, Pax4 mRNA qPCR, 6 days; stronger effect = higher value; 100% = Pax4 plasmid added at qPCR; activation, % at 10 µM; 9,600 tested, 0.2% active;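 active means highest normalized replicate activity of 15 or more, or at least half the replicates reach 15 or more; inactive means neither condition met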;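 further: pax4 Ct normalized to GAPDH with activation seen as lower delta delta Ct; plate controls were plate neutral control wells for no effect and Pax4 plasmid positive control for full effect; each compound tested in two replicate wells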
Numbers without * were called inactive; ? = inconclusive. This is a subset; count on the stated rates, not on these rows.

SMILES	DLD1 CTGF mRNA	Pax4 gene expression
O=C([C@@H]1[C@@H](CO)[C@@H]2Cn3c(cccc3=O)[C@@H]2N1Cc1cocn1)N1CCC(Cc2ccccc2)CC1	-8.0	0.0
C[C@H](CO)N1C[C@H](C)[C@H](CN(C)CC2CCCCC2)OCCCC[C@H](C)Oc2ccc(NC(=O)Nc3ccc(C(F)(F)F)cc3)cc2C1=O	-115.4	0.4
CCCNC(=O)N1CC2(CCN(C(=O)Cc3cccnc3)CC2)c2c([nH]c3cc(OC)ccc23)[C@@H]1CO	-7.8	0.0
CO[C@@H]1CN(C)C(=O)c2ccc(NC(=O)Nc3cc(F)ccc3F)cc2OC[C@@H](C)N(C(=O)c2ccccn2)C[C@@H]1C	1.7	0.0
C[C@@H]1CCCCO[C@@H](CN(C)C(=O)Nc2ccccc2)[C@H](C)CN([C@H](C)CO)C(=O)c2cc(NC(=O)Nc3ccccc3)ccc2O1	-12.2	0.0
C[C@@H]1CN([C@H](C)CO)C(=O)c2cc(NC(=O)C3CCCCC3)ccc2O[C@@H]1CN(C)C(=O)Nc1ccc(C(F)(F)F)cc1	-16.0	0.0
C/C=C/c1ccc([C@H]2[C@H](CO)N3C(=O)CN(S(=O)(=O)c4ccccc4)C[C@@H]23)cc1	16.5	0.0
C[C@@H]1CCCCO[C@H](CN(C)C(=O)CCCN(C)C)[C@H](C)CN([C@@H](C)CO)C(=O)c2cc(NS(=O)(=O)c3ccc(Cl)cc3)ccc2O1	11.1	0.0
CCCNC(=O)N1CC2(CN(C(=O)c3cnccn3)C2)c2c([nH]c3cc(OC)ccc23)[C@@H]1CO	-18.1	0.0
COc1ccccc1CNC(=O)C[C@@H]1C=C[C@H](NC(=O)CC2CC2)[C@@H](CO)O1	5.6	0.0

Rewritten with each value named: entries from further up.
C/C=C/c1ccc([C@H]2[C@H](CO)N3C(=O)CN(S(=O)(=O)c4ccccc4)C[C@@H]23)cc1
  DLD1 CTGF mRNA = 16.5 | Pax4 gene expression = 0.0
C[C@@H]1CCCCO[C@H](CN(C)C(=O)CCCN(C)C)[C@H](C)CN([C@@H](C)CO)C(=O)c2cc(NS(=O)(=O)c3ccc(Cl)cc3)ccc2O1
  DLD1 CTGF mRNA = 11.1 | Pax4 gene expression = 0.0

Next part
SMILES	DLD1 CTGF mRNA	Pax4 gene expression
C[C@@H]1CCCCO[C@@H](CN(C)C(=O)c2ccncc2)[C@H](C)CN([C@H](C)CO)C(=O)c2cc(NS(=O)(=O)c3cccs3)ccc2O1	-55.6	0.0
COCCNC(=O)c1cc2c(c(-c3cccc(-c4cccc(OC)c4)c3)n1)[C@@H](CCO)N(S(=O)C(C)(C)C)C2 (stereo partly specified)	30.4	0.0
Cc1noc(C)c1S(=O)(=O)N(C)C[C@@H]1OCc2cnnn2CCCC(=O)N([C@H](C)CO)C[C@@H]1C	1.5	0.0
C[C@@H]1CN([C@H](C)CO)C(=O)CCCn2nncc2CO[C@H]1CN(C)Cc1ccc2c(c1)OCCN2C	-10.9	0.0
O=C(O)C[C@H]1C[C@H]2c3cc(NC(=O)Nc4ccc(C(F)(F)F)cc4)ccc3O[C@H]2[C@@H](CO)O1	-16.9	0.0
Cc1noc(C)c1NC(=O)N1C[C@@H](O)COC[C@@H]2O[C@@H](CC(=O)N[C@H]3CCN(Cc4ccccc4)C3)CC[C@H]21	17.9	0.1
C[C@@H]1CN([C@H](C)CO)S(=O)(=O)c2ccc(-c3ccc(F)cc3)cc2O[C@H]1CN(C)Cc1ccccc1C(=O)O	16.3	0.0
COC(=O)C[C@@H]1CC[C@H]2[C@@H](COC[C@@H](O)CN2S(=O)(=O)c2ccccc2OC)O1	-15.9	0.0
CN(C)CC(=O)N1[C@@H](C#N)[C@H](c2ccccc2-c2ccccc2F)[C@@H]1CO	25.5	0.0
CO[C@@H]1CN(C)C(=O)c2cc(NS(=O)(=O)CC(F)(F)F)ccc2OC[C@H](C)NC[C@H]1C	0.7	0.0
CCNC(=O)C[C@H]1CC[C@@H]2[C@H](COC[C@H](O)CN2C(=O)c2ccccn2)O1	-18.7	0.0
CN1C(=O)c2cc(NC(=O)c3ccccc3Cl)ccc2OC[C@H]2O[C@@H](CC(=O)Nc3ccc4c(c3)CCC4)CC[C@@H]21	17.5	0.0
CCS(=O)(=O)N1CC2(CN(C)[C@@H](CO)c3c2c2ccc(OC)cc2n3C)C1	15.6	0.0
CCS(=O)(=O)Nc1ccc2c(c1)C(=O)N(C)[C@@H]1CC[C@H](CC(=O)N[C@@H]3CCN(Cc4ccccc4)C3)O[C@@H]1CO2	?	0.0
CO[C@H](CN(C)S(=O)(=O)c1cccc(Cl)c1)[C@H](C)CN(C(=O)Nc1ccccc1F)[C@H](C)CO	17.8	0.1
C[C@@H]1CC(=O)NCC/C=C\C[C@H](c2cccc(Cl)c2)NC1=O	-6.2	0.3
COc1cccc(NC(=O)C[C@@H]2CC[C@@H]3[C@@H](COc4ccc(NS(=O)(=O)c5cccc(F)c5)cc4C(=O)N3C)O2)c1	11.6	0.0
O=C(NCCc1ccncc1)[C@@H]1[C@@H](CO)[C@@H]2Cn3c(cccc3=O)[C@H]1N2Cc1ccccc1F	-7.4	0.0
O=C(NC1CCCC1)N1CCCCN2[C@H](C1)[C@@H](c1ccc(-c3cccnc3)cc1)[C@@H]2CO	-15.5	0.0
C/C=C/c1ccc([C@@H]2[C@H](CO)N[C@H]2CN(C(=O)c2ccccc2F)C(C)C)cc1	37.9	0.0
N#C[C@H]1[C@H](c2ccc(C3=CCCC3)cc2)[C@@H](CO)N1C(=O)c1ccccn1	-23.2	0.0
CO[C@@H]1CC[C@@H]2CCOc3ccc(C#N)cc3C(=O)N(C)C[C@@H](c3ccccc3)CC(=O)N(C)C[C@H]1O2	-12.2	0.0
O=C(CN1CCOCC1)N[C@@H]1CC[C@@H](CCn2cc(C3CC3)nn2)O[C@@H]1CO	-6.0	0.0
O=C(NC1Cc2ccccc2C1)[C@@H]1[C@@H](CO)[C@@H]2Cn3c(cccc3=O)[C@@H]2N1C(=O)c1cnccn1	-2.2	0.0
CCS(=O)(=O)Nc1ccc2c(c1)C(=O)N(C)[C@@H]1CC[C@@H](CC(=O)NCCCN3CCOCC3)O[C@H]1CO2	18.5	0.0
O=C1CN(S(=O)(=O)Cc2ccccc2)C[C@@H]2[C@H](c3ccc(C#Cc4ccccc4)cc3)[C@@H](CO)N12	21.3	0.0
COc1ccccc1-c1ccc2c(c1)[C@@H]1[C@@H](CCN1S(=O)(=O)c1ccc(C)cc1)[C@H](CO)N2	37.4	0.8
O=C(C[C@H]1CC[C@@H](NC(=O)CN2CCOCC2)[C@@H](CO)O1)NC1CCC1	-5.2	0.0
C/C=C/c1ccc([C@H]2[C@@H](CO)N3C(=O)CN(S(=O)(=O)c4ccccc4)C[C@@H]23)cc1	21.0	0.0
O=C(Nc1ccc(C(F)(F)F)cc1)N[C@@H]1C=C[C@H](CC(=O)N2CCCCC2)O[C@H]1CO	-29.1	0.0
C[C@@H]1CN([C@@H](C)CO)C(=O)c2cccc(NC(=O)Nc3ccc(C(F)(F)F)cc3)c2O[C@@H]1CN(C)S(=O)(=O)c1cn(C)cn1	-5.9	0.0
O=C1N[C@@H](Cc2ccccc2)COCc2cnnn2CC[C@@H]1Cc1ccc(-c2ccccc2)cc1	5.4	0.0
CN1CCN(C(=O)C[C@H]2CC[C@@H]3[C@H](COc4ccc(NC(=O)C5CCOCC5)cc4C(=O)N3C)O2)CC1	-13.2	0.0
COc1cccc(S(=O)(=O)Nc2ccc3c(c2)[C@H]2C[C@@H](CC(=O)NC4CCCCC4)O[C@@H](CO)[C@H]2O3)c1	11.0	0.0
C/C=C/c1ccc(C2[C@H]3CNC[C@@H]2N3S(=O)(=O)c2ccc(Cl)cc2)cc1 (stereo partly specified)	9.5	0.0
C[C@@H]1CN([C@H](C)CO)C(=O)CCCn2nncc2CO[C@@H]1CN(C)C(=O)Nc1ccc2c(c1)OCCO2	-17.1	0.0
Cc1noc(C)c1S(=O)(=O)Nc1ccc2c(c1)C(=O)N([C@H](C)CO)C[C@@H](C)[C@@H](CN(C)Cc1ccc(C(=O)O)cc1)OCCCC[C@@H](C)O2	-4.6	0.0
CO[C@H]1CN(C)C(=O)c2cccc(C#N)c2OCC[C@H]2CC[C@@H](OC)[C@H](CN(C)C(=O)[C@H]1C)O2	?	0.0
N#C[C@@H]1[C@H](c2ccccc2C2=CCCC2)[C@@H](CO)N1C(=O)Cc1ccncc1	32.6	0.0
O=C1C[C@H](c2ccccc2)C(=O)N[C@@H](c2ccccc2)C/C=C\C[C@H](c2ccccc2)N1	-41.8	0.1
CCN(C[C@@H]1[C@@H](c2ccccc2)[C@H](CO)N1C(C)=O)C(=O)NC1CCCC1	-5.2	0.0
O=C(C1CCCCC1)N1CC(=O)N2[C@H](C1)[C@H](c1ccc(-c3ccccc3F)cc1)[C@@H]2CO	-20.7	0.0
COc1cccc(C#Cc2ccc([C@H]3[C@H](CO)N4C(=O)CN(C(=O)Cc5cccnc5)C[C@@H]34)cc2)c1	-4.5	0.0
C/C=C/c1ccc([C@H]2[C@H]3CN(C(=O)Nc4cccc(OC)c4)CC(=O)N3[C@H]2CO)cc1	1.7	0.0
COCC(=O)N1C[C@@H]2[C@H](c3ccccc31)[C@@H](CO)N2C(=O)c1ccccc1F	-25.1	0.0
CO[C@H](CN(C)Cc1ccc2c(c1)OCO2)[C@H](C)CN(C(=O)Nc1ccc(F)cc1)[C@@H](C)CO	9.0	0.0
CN(C)C(=O)C[C@@H]1CC[C@@H]2[C@H](COC[C@H](O)CN2S(=O)(=O)c2ccccc2Cl)O1	-34.9	0.0
CC(C)[C@@H]1COCc2cnnn2CCC[C@@H](C)C(=O)N1	-17.9	0.0
CCC(=O)N1CC(=O)N2[C@H](C1)[C@@H](c1ccc(-c3ccc(C#N)cc3)cc1)[C@@H]2CO	28.6	0.0
N#C[C@@H]1[C@@H](c2ccccc2-c2ccccc2F)[C@H](CO)N1C(=O)c1cccc(F)c1	-8.6	0.0

The results go on:
SMILES	DLD1 CTGF mRNA	Pax4 gene expression
CO[C@@H]1CN(C)C(=O)c2cc(NC(=O)Nc3cccc(Cl)c3)ccc2OC[C@H](C)N(C(=O)Nc2c(C)noc2C)C[C@@H]1C	-4.2	0.0
CN(C)Cc1cn(CC[C@H]2CC[C@H](NC(=O)Cc3cccnc3)[C@H](CO)O2)nn1	4.5	0.0
Cc1noc(C)c1NC(=O)Nc1ccc2c(c1)C(=O)N([C@@H](C)CO)C[C@@H](C)[C@@H](CN(C)S(=O)(=O)c1cccs1)OCCCC[C@@H](C)O2	-36.4	0.0
CO[C@@H]1CN(C)C(=O)c2ccc(NC(=O)Nc3cc(F)ccc3F)cc2OC[C@@H](C)N(C(=O)c2ccccn2)C[C@H]1C	22.6	0.0
C[C@H](CO)N1C[C@H](C)[C@@H](CN(C)C(=O)c2ccncc2)OCCCC[C@H](C)Oc2ccc(NC(=O)CCC(F)(F)F)cc2C1=O	14.3	0.0
CCS(=O)(=O)Nc1ccc2c(c1)C(=O)N(C)C[C@H](OC)[C@H](C)CN(CC1CCCCC1)[C@@H](C)CO2	-4.8	0.0
CC(C)N(C[C@H]1N[C@H](CO)[C@H]1c1ccccc1)S(=O)(=O)c1ccccc1	-1.4	0.0
O=C(c1ccccc1)N1CC(=O)N2[C@H](C1)[C@H](c1ccc(-c3ccccc3)cc1)[C@@H]2CO	-16.6	0.0
OC[C@@H]1[C@H](c2ccc(C#Cc3ccccc3F)cc2)[C@H]2CN(CC3CCOCC3)CCCCN12	-60.2	0.0
C/C=C/c1ccc([C@@H]2[C@H](CO)N(C(C)=O)[C@H]2CNC(=O)c2ccccc2)cc1	6.7	0.0

An excerpt of these results, with each value named.
C[C@@H]1CN([C@H](C)CO)C(=O)CCCn2nncc2CO[C@H]1CN(C)Cc1ccc2c(c1)OCCN2C
  DLD1 CTGF mRNA: -10.9	Pax4 gene expression: 0.0

C[C@@H]1CCCCO[C@@H](CN(C)C(=O)Nc2ccccc2)[C@H](C)CN([C@H](C)CO)C(=O)c2cc(NC(=O)Nc3ccccc3)ccc2O1
  DLD1 CTGF mRNA: -12.2	Pax4 gene expression: 0.0

CO[C@@H]1CN(C)C(=O)c2cc(NS(=O)(=O)CC(F)(F)F)ccc2OC[C@H](C)NC[C@H]1C
  DLD1 CTGF mRNA: 0.7	Pax4 gene expression: 0.0

O=C(O)C[C@H]1C[C@H]2c3cc(NC(=O)Nc4ccc(C(F)(F)F)cc4)ccc3O[C@H]2[C@@H](CO)O1
  DLD1 CTGF mRNA: -16.9	Pax4 gene expression: 0.0

(listing goes on)
SMILES	DLD1 CTGF mRNA	Pax4 gene expression
C/C=C/c1ccc([C@H]2[C@H](CO)N(S(C)(=O)=O)[C@H]2CNCC2CCC2)cc1	24.3	0.0
COc1cccc(-c2ccccc2[C@H]2[C@@H](C#N)N(C(=O)c3ccccn3)[C@@H]2CO)c1	-55.1	0.0
OC[C@@H]1[C@H]2c3ccccc3NC[C@H]2N1CC1CCOCC1	-14.4	0.0
COc1ccc2c3c(n(C)c2c1)[C@@H](CO)N(C(=O)NC(C)C)CC31CCN(CC2CCOCC2)CC1	-17.4	0.0
COc1ccc(S(=O)(=O)Nc2ccc3c(c2)[C@@H]2C[C@@H](CC(=O)N(C)C)O[C@H](CO)[C@@H]2O3)cc1	11.7	0.0
O=C(C[C@H]1CC[C@@H]2[C@H](COC[C@@H](O)CN2Cc2cccc(Cl)c2)O1)NCc1cccc(F)c1	17.7	0.0
COc1ccccc1NC(=O)N1CC(=O)N2[C@@H](CO)[C@H](c3ccc(C#CC(C)C)cc3)[C@@H]2C1	6.5	0.0
N#C[C@@H]1[C@@H](c2ccc(/C=C/c3ccccc3)cc2)[C@@H](CO)N1C(=O)Cc1ccccn1	-8.6	0.0
O=C(CC(F)(F)F)N1C[C@H]2[C@@H](c3ccccc31)[C@@H](CO)N2CC1CCOCC1	7.0	0.0
